PAFAH2 inh: inhibitors of human PAFAH2 | Q99487 | recombinant PAFAH2, FP-rhodamine activity probe, fluorescence polarization | inhibition, % at 3.39 µM | 340,000 tested, 0.99% active;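 active = inhibition above the mean over all tested compounds plus 3 SD, cut at about 30% in these data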;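 note: inhibitors block probe labeling of enzyme so polarization drops; 0% = enzyme with DMSO and 100% = wells lacking PAFAH2 protein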
PAD4 FP inh: inhibitors of human PAD4. Q9UM07. recombinant PAD4, RCA probe fluorescence polarization. inhibition, % at 6.36 µM. 330,000 tested, 0.41% active;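 active = percent inhibition above a cutoff equal to the mean of all tested compounds plus 3 SD, cut at about 15% in these data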;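 note: 0% = PAD4 with RCA probe and DMSO and 100% = probe without PAD4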
LYPLA1 counter: counter-screen for PME1 inhibitors: inhibitors of human LYPLA1; O75608; recombinant LYPLA1, FP-Rh probe fluorescence polarization; inhibition, % at 5.9 µM; 320,000 tested, 0.16% active;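 active = inhibition above the mean of all tested compounds plus 3 SD, set per campaign, cut at about 14% in these data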;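 note: inhibitors block serine hydrolase probe labeling of LYPLA1 so polarization falls; 0% = enzyme with DMSO and 100% = wells lacking LYPLA1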
PREPL inh: inhibits the human prolyl oligopeptidase-like enzyme. Q4J6C6. recombinant PREPL, fluorescence polarization activity-based probe. inhibition, % at 5.96 µM. 320,000 tested, 0.68% active. AID 2751; in the data active = inhibition above about 43%;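 note: 0% = enzyme with DMSO and 100% = wells lacking enzyme; many of its hits are not listed in these tables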
Target sequence (Q4J6C6 whole entry, looked up): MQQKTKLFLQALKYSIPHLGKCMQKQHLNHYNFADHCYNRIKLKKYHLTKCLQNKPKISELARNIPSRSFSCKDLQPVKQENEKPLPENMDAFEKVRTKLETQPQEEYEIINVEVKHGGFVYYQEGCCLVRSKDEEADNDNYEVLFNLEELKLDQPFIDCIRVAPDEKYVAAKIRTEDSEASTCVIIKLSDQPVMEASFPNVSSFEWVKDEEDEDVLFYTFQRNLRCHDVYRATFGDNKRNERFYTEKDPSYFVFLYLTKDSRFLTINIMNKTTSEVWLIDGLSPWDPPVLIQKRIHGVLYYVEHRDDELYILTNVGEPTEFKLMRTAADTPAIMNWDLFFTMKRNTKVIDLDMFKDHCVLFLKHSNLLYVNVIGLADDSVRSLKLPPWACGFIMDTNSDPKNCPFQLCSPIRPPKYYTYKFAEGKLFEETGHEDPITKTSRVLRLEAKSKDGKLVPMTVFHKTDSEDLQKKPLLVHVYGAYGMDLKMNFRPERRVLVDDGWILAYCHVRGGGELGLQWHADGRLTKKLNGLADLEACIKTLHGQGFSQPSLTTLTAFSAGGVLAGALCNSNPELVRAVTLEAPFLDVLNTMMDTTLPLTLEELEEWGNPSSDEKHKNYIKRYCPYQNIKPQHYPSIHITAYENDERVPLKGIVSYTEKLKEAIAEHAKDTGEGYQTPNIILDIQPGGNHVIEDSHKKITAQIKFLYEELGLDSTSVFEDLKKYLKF
PAFAH1B3 FP inh: blocks human PAF acetylhydrolase 1B catalytic subunit 3. recombinant PAFAH1B3, FP-rhodamine probe, fluorescence polarization. inhibition, % at 3.39 µM. 340,000 tested, 0.28% active. AID 492972;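 active = inhibition above the screen-wide average of all tested compounds plus 3 SD, cut at about 25% in these data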;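 note: 0% = enzyme with DMSO only and 100% = wells lacking PAFAH1B3 protein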
PAFAH1B2 FP inh: blocks human PAF acetylhydrolase 1b catalytic subunit 2 | 340,000 tested, 1.2% active | inhibition, % at 3.39 µM | P68402 | recombinant PAFAH1B2, FP-rhodamine activity probe, fluorescence polarization;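 active = inhibition above the mean of all tested compounds plus 3 SD, cut at about 24% in these data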;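 note: 0% = enzyme with DMSO and 100% = wells lacking PAFAH1B2; many of its hits are not listed in these tables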
LYPLA2 inh: LYPLA2 (human) inhibition in PME1 counter-screen | inhibition, % at 5.9 µM | recombinant LYPLA2, FP-Rh probe fluorescence polarization | O95372 | 320,000 tested, 0.38% active;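 active = inhibition above the screen-wide mean plus 3 SD, limit set per campaign, cut at about 26% in these data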;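 note: 0% = LYPLA2 with DMSO and 100% = wells lacking LYPLA2 enzyme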
Target sequence (O95372 whole entry, looked up): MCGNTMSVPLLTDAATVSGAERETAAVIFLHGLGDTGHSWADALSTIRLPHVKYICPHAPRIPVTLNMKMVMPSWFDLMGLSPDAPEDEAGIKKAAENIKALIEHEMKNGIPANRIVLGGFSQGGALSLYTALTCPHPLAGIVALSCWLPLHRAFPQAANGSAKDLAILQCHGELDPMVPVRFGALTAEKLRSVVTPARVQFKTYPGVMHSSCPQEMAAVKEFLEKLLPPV
GSTO1 inh: GSTO1 inhibition, counter-screen for RBBP9 inhibitors. recombinant GSTO1, activity-based probe fluorescence polarization. inhibition, % at 5.96 µM. 300,000 tested, 1.1% active;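 active = inhibition above the campaign mean inhibition plus 3 SD, cut at about 35% in these data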;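 note: 0% = GSTO1-1 with DMSO and 100% = wells lacking GSTO1-1 enzyme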
pPAFAH FP inh: inhibitors of human plasma PAF acetylhydrolase (pPAFAH); AID 463082; inhibition, % at 3.39 µM; recombinant pPAFAH, FP-rhodamine probe fluorescence polarization; 330,000 tested, 1.5% active;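 active = inhibition above the mean inhibition across the screen plus 3 SD, cut at about 25% in these data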;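 note: inhibitors block binding of the rhodamine activity-based probe so polarization drops; 0% = enzyme with DMSO and 100% = wells lacking pPAFAH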
Numbers without * were called inactive; x = not tested or not shown. An excerpt; count on the stated rates, not on these rows.

Each structure is followed by: PAFAH2 inh	PAD4 FP inh	LYPLA1 counter	PREPL inh	PAFAH1B3 FP inh	PAFAH1B2 FP inh	LYPLA2 inh	GSTO1 inh	pPAFAH FP inh
1	Cc1noc(C)c1C(c1ccccc1)c1ccccc1
  -3	3	-1	-7	1	29*	-4	5	2
2	CCCCCCCCCCCCN1[C@@H](CC(C)=O)c2cc(C(F)(F)F)ccc2S1(=O)=O
  -10	-3	2	7	5	5	-2	-3	5
3	Cc1nn(Cc2ccccc2)c(C)c1C(=O)N1CCN(CC(=O)Nc2ccc(F)cc2)CC1
  -7	4	0	6	3	5	2	x	2
4	CC(=O)c1ccc(N=c2scc(C)n2C(C)C)cc1
  2	-2	3	14	4	0	7	-2	-1
5	COc1cc(=O)[nH]c(=O)n1CC(=O)c1ccccc1
  4	-5	-2	13	-4	-3	-8	0	-1
6	CCCn1nnc(NC(=O)Cc2ccccc2)n1
  7	0	-2	1	2	8	-10	7	2
7	NNC(=O)c1ccc(S(=O)(=O)N2CCc3ccccc32)cc1
  1	-4	-19	5	5	10	-33	2	0
8	CCn1c(SCC(=O)N/N=C/c2ccccc2OCC(=O)O)nnc1-c1ccc(C)cc1
  1	-2	-1	-4	5	4	-6	9	0
9	Nc1ncccc1OCc1cccc(C(F)(F)F)c1
  -2	1	-1	-2	5	2	6	12	2
10	CC1=CC(=C2N=C(c3ccccc3)OC2=O)C=C(C)O1
  0	1	2	1	-1	2	-7	-7	8
11	CCCc1n[nH]c(=S)n1Cc1ccco1
  1	1	-2	-2	7	5	-3	5	0
12	COc1ccc(OC)c(-c2nc(C(=O)NC3CCN(Cc4ccccc4)CC3)cc3c2[nH]c2ccccc23)c1
  -1	2	-14	-2	2	-7	-15	-1	3
13	O=C(CN(CCc1ccccc1)C(=O)c1csnn1)NCc1ccc(F)cc1
  6	4	5	0	-5	5	13	-1	4
14	O=C(Nc1cccc(/C=C/c2ccccn2)c1)c1cc(Cl)ccn1
  2	-2	-6	-3	-2	0	-9	-5	6
15	O=C(CSc1nc2nn(-c3ccccc3)c(=O)c-2c2n1CCCCC2)Nc1cccc(F)c1
  9	1	x	29	18	5	x	x	6
16	CCOC(=O)C(CC)Sc1ncnc2nc[nH]c12 (configuration not stated)
  -11	-8	4	1	10	6	-1	1	-2
17	CC(OC(=O)c1cccc(-n2cnnn2)c1)c1nc2ccccc2c(=O)[nH]1 (configuration not stated)
  -1	-3	-2	9	-11	-1	-1	x	-3
18	CC(Sc1nnc(N)s1)c1ccccc1Cl (configuration not stated)
  2	0	4	-9	3	9	5	3	2
19	O=C1c2ccccc2C(=O)N1c1cccnc1
  -4	0	1	-12	6	-2	5	10	2
20	Cc1ccccc1NC(=O)C(=O)NCCCN1CCOCC1
  1	1	6	-3	-3	4	5	4	1
21	C=C(C)C(=O)Nc1cccc(C2=NOC3(C2)C[C@@H](C(N)=O)N(C(=O)/C(C)=C/C)C3)c1 (some centres not stated)
  -3	-1	-2	2	3	6	-6	-8	-5
22	Cc1noc(C)c1S(=O)(=O)Nc1ccc(C(=O)N2CCc3ccccc3C2)cc1
  -5	-1	-1	9	-1	-1	2	-2	2
23	NS(=O)(=O)c1ccc(NC(=O)c2ccc(COc3ccccc3)o2)cc1
  -7	-7	-2	-20	2	9	1	-5	2
24	CN(C)CCNC(=O)C(=O)C1C(=O)Nc2ccccc21 (configuration not stated)
  x	2	-5	6	x	x	-5	4	0
25	CN(CC1CCN(CCc2cccc(C(F)(F)F)c2)CC1)C(=O)c1ccc(F)cc1
  0	-3	4	11	6	0	7	3	10
26	CN(c1ccccc1C(=O)Nc1cccc(Cl)c1Cl)S(C)(=O)=O
  -4	0	-2	18	7	3	-4	1	-4
27	O=C(N(c1ccccc1)c1ccccc1)N(c1ccccc1)c1ccccc1
  x	0	-4	-2	x	x	-3	12	5
28	NS(=O)(=O)c1ccc(CCNC(=O)/C=C/c2cccc([N+](=O)[O-])c2)cc1
  7	-3	0	12	-3	5	-3	2	4
29	CCOC(=O)C1=C(COc2ccccc2)NC(=O)NC1c1ccc(Cl)cc1 (configuration not stated)
  -8	2	0	-24	3	5	-4	0	5
30	Cc1ccc(C(=O)N2CCC(C(=O)NCc3cccnc3)CC2)cc1
  3	-2	1	10	-2	-11	5	-4	7
31	COc1ccc(OC)c(C2C3CN(C(C)C)CC=C3C(C#N)=C(N)C2(C#N)C#N)c1 (configuration not stated)
  1	-8	1	7	1	1	-1	1	5
32	CCCN(CC(=O)Nc1ccccc1C)C(=O)Cc1c(C)nc2ccccc2c1C
  7	-3	0	-6	-2	0	4	x	5
33	Cc1ccccc1-c1nn(-c2ccc(F)cc2F)cc1CNCCCN(C)C
  7	1	1	32	3	1	11	5	-1
34	CCOC(=O)c1sc2ccccc2c1OC(=O)c1ccccc1OC
  -4	-2	-3	-2	2	-1	-5	1	1
35	CCC1SC(CC)C(=O)N(CC(=O)NCc2ccc(F)cc2)C1=O (configuration not stated)
  4	-8	-1	23	-1	2	-2	0	5
36	Cc1ccc(C(=O)CCC(=O)Nc2cccc(C(F)(F)F)c2)cc1C
  -8	-1	-3	5	-2	1	-3	3	0
37	N/C(=N\OC(=O)CC1CCCCC1)c1ccc(Br)cc1
  11	5	3	3	9	5	1	-1	5
38	O=C1NCCN1CCNS(=O)(=O)c1ccc(F)c(Cl)c1
  7	0	-1	4	0	5	2	8	2
39	CCC(=O)N1CCN(c2ccc(NC(=O)c3c(F)c(F)c(OC)c(F)c3F)cc2)CC1
  -7	4	6	28	-2	-2	14	2	1
40	N/C(=N\OC(=O)Cc1ccccc1[N+](=O)[O-])c1ccccn1
  1	3	-1	14	1	0	3	8	1
41	CC(C)Cc1csc(NC(=O)c2ccc(F)cc2)c1C(=O)O
  37*	-2	-1	5	3	3	7	-18	9
42	O=C(NC(NNc1ccc([N+](=O)[O-])cc1)(C(F)(F)F)C(F)(F)F)c1ccccc1Cl
  0	-2	-10	-3	5	6	0	15	8
43	O=C(COc1cccc2cccnc12)Nc1ccccc1N1CCOCC1
  4	0	3	0	1	0	5	0	-1
44	CCOc1ccc(NC(=S)NC(=O)c2c(Cl)cnn2CC)c([N+](=O)[O-])c1
  9	5	0	6	3	1	-3	8	4
45	CC#CCCC(=O)N1C=Cc2ccccc2C1C#N (configuration not stated)
  9	0	-1	6	2	2	8	5	2
46	CCCCc1ccc(NC(=S)Nc2ccc(Cl)c(S(=O)(=O)N(C)C)c2)cc1
  -22	-2	-16	8	-7	-1	-30	-7	-3
47	CCN(C(=O)CSc1nnc(-c2ccc3c(c2)OCO3)o1)C1CCS(=O)(=O)C1 (configuration not stated)
  -1	-3	2	5	7	32*	5	x	3
48	Nc1ccc(-c2cc(N)n(-c3ccccc3)n2)cc1
  3	-13	-1	24	0	2	18	32	7
49	COc1ccccc1NC(=O)N1CCN(S(C)(=O)=O)CC1
  8	-16	-2	-1	9	5	-2	2	-8
50	COc1ccc(-n2c(-c3cccc(C)c3[N+](=O)[O-])n[nH]c2=S)cc1
  3	0	-2	-6	6	2	-7	4	1
51	CCc1cc2c(CN3CCN(C)CC3)cc(=O)oc2cc1O
  5	-4	1	5	3	-3	7	-1	3
52	NNC(=O)COc1ncn(-c2ccccc2)n1
  9	-7	4	-6	3	3	4	4	0
53	O/N=C/c1ccnc(SCc2ccc(Cl)cc2)n1
  -2	0	-3	-17	-1	18	-4	-2	-7
54	Cc1ccccc1OCC(=O)N/N=C/c1ccccn1
  -17	1	4	4	-2	0	5	-1	-1
55	CC1(C)SC(=S)N(NC(=O)Nc2cccc3ccccc23)C1N(O)C(=O)Nc1ccccc1 (configuration not stated)
  -35	-4	-36	-10	6	4	-47	-31	-8
56	Cc1cc(C)cc(NC(=O)CSc2nnc(-c3ccc(S(=O)(=O)N4CCCC4)cc3)o2)c1
  5	6	-1	0	6	1	3	-1	2
57	CCC(=O)Nc1ccc(C(=O)NNC(=O)c2ccc([N+](=O)[O-])cc2)cc1
  -4	2	0	-2	1	0	-1	-5	1
58	COc1ccc(CCN(C)CCC(=O)Nc2c(C)cc(C)cc2C)cc1OC
  8	8	0	1	-4	1	-3	2	5
59	COc1ccccc1NC1=NC(CO)(CO)CS1
  x	-4	1	-10	x	x	-1	3	0
60	CCCCCCCCCC(=O)N/N=C/c1ccc(C)s1
  2	-1	-1	-5	11	9	1	2	7

Continued:
Each structure is followed by: PAFAH2 inh	PAD4 FP inh	LYPLA1 counter	PREPL inh	PAFAH1B3 FP inh	PAFAH1B2 FP inh	LYPLA2 inh	GSTO1 inh	pPAFAH FP inh
61	O=C(O)/C=C/c1ccc(S(=O)(=O)NCc2ccco2)cc1
  0	-1	5	-5	5	2	6	-3	2
62	N#C/C(=C(/O)c1ccc([N+](=O)[O-])cc1)c1nc2ccccc2[nH]1
  x	0	-1	-5	x	x	-1	0	0
63	Cc1cccc(N2CCN(C(=O)c3cccs3)CC2)c1C
  26	-1	2	5	10	-2	18	-2	8
64	CCOCCn1c(CN2CCCCC2C)nc2c1c(=O)n(C)c(=O)n2C (configuration not stated)
  -3	-5	3	1	-4	-5	2	-1	0
65	Cc1cccc(C)c1OCc1nc2ccccc2[nH]1
  1	1	1	0	10	4	1	13	-6
66	Cc1cc2cc(CNC(=O)c3ccc(S(=O)(=O)N4CCOCC4)cc3)ccc2n1C
  6	14	0	15	6	6	0	1	10
67	CN(C)S(=O)(=O)N1C(=O)c2ccccc2C1=O
  13	4	-3	14	3	2	4	5	-1
68	Cn1ccnc1CC(O)(c1ccccc1)c1ccccc1
  3	-2	1	6	3	10	2	2	9
69	CCn1c2ccccc2c2cc(NC(=O)c3ccccc3[N+](=O)[O-])ccc21
  4	2	-1	37	8	0	-4	1	15

Source: PubChem BioAssay (The Scripps Research Institute Molecular Screening Center)
